Bcl-2 Bim block: human Bim-Bcl-2 interaction inhibition; 190,000 tested, 0.06% active; AID 950; P10415; inhibition, % at 10 µM; Bead-based flow cytometry, Bim peptide-Bcl-2 binding; in the data active means inhibition above about 40%; inconclusive means no clear call, values can overlap the other calls;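 further: 0% = no compound wells with probe peptide and 100% = reference peptide inhibitor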
Target sequence (P10415 whole entry, looked up): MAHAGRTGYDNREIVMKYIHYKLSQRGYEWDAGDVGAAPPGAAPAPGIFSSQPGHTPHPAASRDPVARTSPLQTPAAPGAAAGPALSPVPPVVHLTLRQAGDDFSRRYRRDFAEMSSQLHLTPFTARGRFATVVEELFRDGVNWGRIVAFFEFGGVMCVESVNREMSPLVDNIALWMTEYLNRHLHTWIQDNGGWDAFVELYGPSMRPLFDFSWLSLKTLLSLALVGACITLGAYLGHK
Bcl-B Bim block: inhibitors of Bim-Bcl-B interaction, human | Q9HD36 | bead-based flow cytometry, Bim peptide-Bcl-B binding | inhibition, % at 10 µM | 190,000 tested, 0.073% active;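 further: 0% = tracer peptide without compound and 100% = reference inhibitor peptide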
Target sequence (Q9HD36 whole entry, looked up): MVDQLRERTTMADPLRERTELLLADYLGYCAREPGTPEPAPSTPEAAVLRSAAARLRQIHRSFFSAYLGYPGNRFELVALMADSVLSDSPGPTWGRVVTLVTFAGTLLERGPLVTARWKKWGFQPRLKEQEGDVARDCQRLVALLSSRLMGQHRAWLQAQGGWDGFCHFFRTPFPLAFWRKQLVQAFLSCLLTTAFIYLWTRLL
ABCB1 block: blocks JC-1 efflux by human ABCB1 transporter. inhibition, % at 6.6 µM. P08183. 190,000 tested, 0.067% active. CCRF-Adr cells, flow cytometry; in the data active means inhibition above about 40%;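 further: 0% = vehicle and 100% = reference inhibitor; higher value means more JC-1 retained so stronger ABCB1 efflux block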
RGS7-Gao reg: modulates binding of RGS7 to human Galphao. P09471. Multiplexed bead flow cytometry; actives lie on both sides. binding response (% of control), % at 10 µM. 220,000 tested, 0.35% active. AID 1439; in the data active means binding response below about 49% or above about 150%; inconclusive means no clear call, values can overlap the other calls; inactive means in between;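 further: fluorescent Galphao held in activated GDP-AlF4 state binding bead-coupled RGS7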
Target sequence (P09471 whole entry, looked up): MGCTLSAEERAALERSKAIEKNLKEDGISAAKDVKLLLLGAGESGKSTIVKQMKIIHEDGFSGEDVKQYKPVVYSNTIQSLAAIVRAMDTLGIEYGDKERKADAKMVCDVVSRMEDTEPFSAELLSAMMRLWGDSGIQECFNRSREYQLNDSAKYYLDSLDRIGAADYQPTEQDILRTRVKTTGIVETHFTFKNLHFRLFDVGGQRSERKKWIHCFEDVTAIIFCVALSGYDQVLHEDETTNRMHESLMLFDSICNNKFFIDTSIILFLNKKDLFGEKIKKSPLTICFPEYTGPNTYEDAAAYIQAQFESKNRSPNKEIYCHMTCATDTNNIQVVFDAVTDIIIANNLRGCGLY
GSH bead fluor: GSH bead compound fluorescence profile | 190,000 tested, 0.25% active | AID 1776 | fluorescence (KMESF) at 10 µM | GSH beads flow cytometry, compound fluorescence 488/530 nm; stronger effect = higher value; in the data active means fluorescence above about 89;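 further: glutathione beads carrying GST-tagged Bcl family fusion proteins plus one bare bead set; values are compound well signal with DMSO vehicle wells as background; inactives centre near 16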
RGS4-Gao reg: modulates binding of RGS4 to human Galphao | Multiplexed bead flow cytometry; actives lie on both sides | binding response (% of control), % at 10 µM | 220,000 tested, 0.33% active; in the data active means binding response below about 49% or above about 150%; inactive means in between;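 further: fluorescent Galphao activated with aluminum fluoride binding bead-coupled RGS4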
Bim-Bcl-XL: inhibitors of Bim-Bcl-XL interaction, human; Q07817; Bim peptide-Bcl-XL binding, bead flow cytometry, fluorescence; inhibition, % at 10 µM; 190,000 tested, 0.04% active; AID 1007
Avidin fluor: avidin bead compound fluorescence profile. 220,000 tested, 0.38% active. fluorescence (KMESF) at 10 µM. Avidin beads, compound fluorescence 488/530 nm, flow cytometry; stronger effect = higher value; in the data active means fluorescence above about 47; further: inactives centre near 10
ABCG2 block: inhibitors of human ABCG2 transporter, ABCB1 counter-screen; Q9UNQ0; 190,000 tested, 0.1% active; IgMXP3 cells, JC-1 efflux, flow cytometry; inhibition, % at 6.6 µM; AID 1325;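 active means inhibition above 80%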;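 further: 0% = DMSO and 100% = nicardipine control wells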
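Test system: IgMXP3 (ABCG2) plus far-red-tagged CCRF-Adr (ABCB1) cells. Reagent: JC-1 dye as substrate. Timing: 10 min exposure at 25 °C with rotation, no wash. Measured by: flow cytometric JC-1 green MFI at 530 nm. Read-out: percent efflux inhibition, scaled nicardipine 100% to DMSO 0%. Control set: nicardipine and DMSO wells.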
Bim-Bfl-1: disrupts Bim binding to human Bfl-1 | Bead-based flow cytometry, Bim-Bfl-1 binding inhibition | inhibition, % at 10 µM | 190,000 tested, 0.12% active;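 further: 0% = wells without compound plus tracer and 100% = blocker peptide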
Bcl-W Bim block: inhibitors of Bim-Bcl-W interaction, human; AID 952; Q92843; 190,000 tested, 0.02% active; inhibition, % at 10 µM; bead-based flow cytometry, Bim peptide-Bcl-W binding;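 further: 0% = bound tracer without compound and 100% = peptide blocker; higher means less fluorescent Bim peptide bound to Bcl-W beads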
Target sequence (Q92843 whole entry, looked up): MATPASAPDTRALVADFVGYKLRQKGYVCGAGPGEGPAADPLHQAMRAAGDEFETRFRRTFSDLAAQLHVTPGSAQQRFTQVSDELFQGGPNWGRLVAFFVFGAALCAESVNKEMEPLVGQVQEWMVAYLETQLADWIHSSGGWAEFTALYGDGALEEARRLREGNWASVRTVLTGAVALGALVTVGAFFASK
The depositor's hits bear a star; ? = inconclusive. Unless noted, no stated cut-off is given here; in the data, active means inhibition above about 40%. Rows were taken by chance. About 1.3% of those tested had a hit in this group.

SMILES	Bcl-2 Bim block	Bcl-B Bim block	ABCB1 block	RGS7-Gao reg	GSH bead fluor	RGS4-Gao reg	Bim-Bcl-XL	Avidin fluor	ABCG2 block	Bim-Bfl-1	Bcl-W Bim block
Cc1cc(NC(=O)CSc2nc3ccccc3c(=O)n2CCCC(=O)NCc2ccco2)n[nH]1	0	-3	0.3	102	28	103	-1	18	1	-1	-1
CCC(C)(C)NC(=O)CN(C(=O)C(=O)Nc1ccc2c(c1)OCCO2)C(C)(C)CC	1	-1	2.5	?	9	100	0	9	8	3	1
COc1ccc(/C(=C/c2ccc(OC(F)F)c(OC)c2)C(=O)O)cc1OC	-8	-8	0.1	101	19	97	-6	7	1	-14	-4
Cc1cc(NC(=O)CCN2C(=O)/C(=C\c3ccccc3Cl)SC2=S)no1	0	0	-1.4	97	10	101	-1	9	-5	-2	0
Cc1ccc(-c2nn(-c3ccccc3)cc2C(=O)O)o1	2	-1	-0.8	98	11	96	0	11	1	0	0
CCOC(=O)c1cn(-c2ccccc2)nc1-c1ccncc1	0	2	0.2	103	8	111	0	12	1	0	0
Cc1ccc(NS(=O)(=O)c2ccc(OCC(N)=O)cc2)cc1	-2	-5	-0.7	98	13	99	-3	10	-3	-7	2
COc1ccc(OC)c(C2C(C(=O)Nc3cccnc3)=C(C)NC3=C2C(=O)CCC3)c1 (stereo unspecified)	-4	-2	0.8	99	57	96	1	8	5	-7	1
Cc1ccccc1NC1=NC(=S)N(c2ccccc2)C12CCCCC2	-3	-7	0.3	98	10	96	-9	4	1	-1	-3
CCN(Cc1cc2ccccc2[nH]c1=O)C(=O)C1CCCCC1	0	0	1.0	107	10	109	0	19	3	-1	0
Cc1nn(C)cc1/C=N/NC(=S)Nc1ccc(Cl)cc1Cl	0	-7	0.0	103	23	100	-5	5	1	2	-6
CC1CCCCC1NC(=O)COC(=O)c1c2c(nc3ccccc13)/C(=C/c1ccco1)CC2 (stereo unspecified)	11	6	-0.4	90	5	92	11	1	-4	23	22
CCOc1ccc(N2C(=O)CC(N(CCc3ccccc3)C(=O)/C=C/C(=O)O)C2=O)cc1 (stereo unspecified)	-4	-4	-0.1	104	10	101	-5	9	0	-5	-1
Cc1ccccc1NS(=O)(=O)c1cc(C(=O)N2CCCC2)ccc1C	-1	-1	0.5	99	20	101	0	40	1	-1	-3
Cc1ccc(S(=O)(=O)N2CCN(Cc3nc4ccccc4n3C)CC2)cc1	-2	1	1.5	104	7	103	0	18	3	0	0
CCn1nc(C)cc1C(=O)N1CCCC(C(=O)c2cccc(OC)c2)C1 (stereo unspecified)	-6	-2	-0.3	86	11	93	0	9	-1	-3	-2
NC(N)=NS(=O)(=O)c1ccc(NC(=S)NC(=O)c2sc3ccccc3c2Cl)cc1	-1	-5	-1.1	93	12	100	-3	10	-7	-3	-1
CCN(CC)S(=O)(=O)c1cc(C(=O)Nc2ccccc2[N+](=O)[O-])ccc1Cl	4	2	4.0	99	6	101	0	14	38	7	0
COc1ccc2c(=O)c(-c3ccccc3C)c(C)oc2c1	-4	-12	0.2	100	23	100	-2	30	1	-9	-2
O=C(c1ccc(-c2ccccc2)cc1)N1CCN(c2ccccn2)CC1	-5	0	0.9	102	20	102	-3	10	9	-6	3

Among those listed so far, these contain a COOH group.
SMILES	Bcl-2 Bim block	Bcl-B Bim block	ABCB1 block	RGS7-Gao reg	GSH bead fluor	RGS4-Gao reg	Bim-Bcl-XL	Avidin fluor	ABCG2 block	Bim-Bfl-1	Bcl-W Bim block
COc1ccc(/C(=C/c2ccc(OC(F)F)c(OC)c2)C(=O)O)cc1OC	-8	-8	0.1	101	19	97	-6	7	1	-14	-4
Cc1ccc(-c2nn(-c3ccccc3)cc2C(=O)O)o1	2	-1	-0.8	98	11	96	0	11	1	0	0
CCOc1ccc(N2C(=O)CC(N(CCc3ccccc3)C(=O)/C=C/C(=O)O)C2=O)cc1 (stereo unspecified)	-4	-4	-0.1	104	10	101	-5	9	0	-5	-1

Other structures follow.
SMILES	Bcl-2 Bim block	Bcl-B Bim block	ABCB1 block	RGS7-Gao reg	GSH bead fluor	RGS4-Gao reg	Bim-Bcl-XL	Avidin fluor	ABCG2 block	Bim-Bfl-1	Bcl-W Bim block
CSCCC(NS(=O)(=O)c1ccc(Cl)cc1)C(=O)OCc1cccc(Cl)c1 (stereo unspecified)	-9	-13	1.4	99	13	99	-9	13	8	-16	-8
Cn1c(=O)[nH]c(=O)c2c1nc1n2CCS1	-4	-4	0.4	?	12	104	0	9	2	-4	-2
COC(=O)c1ccc(NC2CC(=O)N(c3ccccc3C)C2=O)cc1 (stereo unspecified)	-5	-4	1.3	94	38	95	0	7	11	-3	-4
O=C(CCC(=O)Nc1ccccc1)N/N=C/c1ccco1	-6	-4	0.1	104	10	106	-6	20	1	-4	-4
CCOC(=O)c1[nH]c2cc3c(cc2c1CCCN1C(=O)c2ccccc2C1=O)OCCO3	-11	-8	3.3	97	25	100	-3	19	15	-10	0
c1ccc2c(c1)CC1(CCCC1)n1nnnc1-2	1	5	0.0	94	14	95	3	4	0	4	1
COC(=O)C1=C(C)NC(c2c(O)ccc3ccccc23)C(C(=O)OC)=C1C (stereo unspecified)	-4	-5	0.6	95	10	96	-3	2	4	-1	-2
O=C(N/N=C1\CC(c2ccccc2)Oc2ccccc21)c1cccnc1 (stereo unspecified)	1	0	0.0	?	25	106	0	9	4	-6	3
COc1cccc(CN(C(=O)/C=C/c2ccc(Cl)cc2)C2CCS(=O)(=O)C2)c1 (stereo unspecified)	-1	1	0.4	102	11	97	1	15	4	-1	1
Cc1ccc(CN(C(=O)c2ccco2)C(C(=O)NC2CCCC2)c2cccnc2)cc1 (stereo unspecified)	-7	-4	0.3	103	9	103	-3	10	-1	-7	0
CCOC(=O)NC1(Nc2ccc(Cl)cn2)Oc2ccccc2O1	3	0	-2.5	104	23	106	2	18	2	2	4
CCN(C(=O)CSc1nnc(-c2ccc(Cl)cc2)n1C)C1CCS(=O)(=O)C1 (stereo unspecified)	-3	-5	-0.6	109	24	111	0	10	0	-6	2
CC1CCN(c2ccc([N+](=O)[O-])cc2C(N)=O)CC1	6	0	-0.1	113	22	110	0	10	0	0	2
O=C(CN1C(=O)c2ccccc2S1(=O)=O)Nc1ccc(S(=O)(=O)N2CCCCCC2)cc1	-7	-3	2.6	102	25	104	-7	20	29	-3	-1
COc1cc([N+](=O)[O-])cc(/C=N/NC(=O)C(C)Nc2cccc(C)c2)c1O (stereo unspecified)	-4	-4	0.2	103	21	106	-5	7	2	-12	-1
Cc1ccc(-c2n[nH]c(=S)n2/N=C/C=C/c2ccccc2[N+](=O)[O-])cc1	-4	-16	-0.2	98	22	99	-4	24	10	-14	2
Cn1c(CCCCCN)nc2ccccc21	0	1	0.5	100	24	102	0	14	2	0	-1
O=C(O)C1Cc2[nH]cnc2C(c2ccccc2O)N1 (stereo unspecified)	-2	-6	-0.1	105	9	102	-8	6	0	-6	0
CCOCCCNC(=O)c1c(C)c(C(=O)OCC)n(C)c1C	0	0	-0.1	101	13	99	-1	33	1	0	3
CCCNC(=O)N1CCN(C(=O)NCCC)CC1	-1	-6	0.1	111	27	101	0	21	1	-9	5

Some entries already given, limited to ABCG2 block and Bcl-B Bim block.
SMILES,ABCG2 block,Bcl-B Bim block
Cc1ccc(CN(C(=O)c2ccco2)C(C(=O)NC2CCCC2)c2cccnc2)cc1 (stereo unspecified),-1,-4
CCOC(=O)NC1(Nc2ccc(Cl)cn2)Oc2ccccc2O1,2,0
CCN(C(=O)CSc1nnc(-c2ccc(Cl)cc2)n1C)C1CCS(=O)(=O)C1 (stereo unspecified),0,-5
CC1CCN(c2ccc([N+](=O)[O-])cc2C(N)=O)CC1,0,0
O=C(CN1C(=O)c2ccccc2S1(=O)=O)Nc1ccc(S(=O)(=O)N2CCCCCC2)cc1,29,-3
COc1cc([N+](=O)[O-])cc(/C=N/NC(=O)C(C)Nc2cccc(C)c2)c1O (stereo unspecified),2,-4

Additional results follow:
SMILES	Bcl-2 Bim block	Bcl-B Bim block	ABCB1 block	RGS7-Gao reg	GSH bead fluor	RGS4-Gao reg	Bim-Bcl-XL	Avidin fluor	ABCG2 block	Bim-Bfl-1	Bcl-W Bim block
Cc1cc(NC(=O)Nc2ccccc2[N+](=O)[O-])no1	-1	-1	0.1	90	22	94	-4	5	0	3	-4
CCN(CC)c1ccc(NC(=O)/C=C\c2ccccc2Cl)cc1	-5	-12	-0.6	100	30	100	-3	16	-2	-5	3
COc1ccc(C(=O)C2CCCN(C(=O)c3ccccc3C(C)=O)C2)cc1F (stereo unspecified)	-7	-4	1.4	99	17	103	-4	7	2	-6	-1
CCCCNCCOCCSc1ccc(Cl)cc1	0	0	0.8	101	20	101	-2	35	2	0	0
CC(=O)Nc1ccc(N2CCc3c(C)c(C#N)c4nc5ccccc5n4c32)cc1	-2	-6	1.2	98	3	101	-1	9	-1	2	2
COc1ccc(NC(=O)c2c(C(F)(F)F)nn(C)c2SCc2ccccc2Cl)cc1	-3	-7	0.9	100	14	98	-1	23	11	-11	2
COc1ccc2c(=O)c3c(=O)n(Cc4ccco4)c(-c4ccco4)nc3oc2c1	-9	-5	1.3	92	31	99	6	13	9	-5	2
CCOC(=O)Cn1nc(C)c(NC(=O)c2ccc(Cl)c([N+](=O)[O-])c2)c1C	-2	0	0.1	95	10	102	0	12	7	-5	0
COC(=O)CC1Nc2ccccc2SC1=O (stereo unspecified)	-11	-8	0.5	103	54	100	-12	7	4	-13	-3
CCOc1cc(C2C(C#N)=C(N)OC(C)=C2C(C)=O)c(Br)c(Br)c1OC(C)C (stereo unspecified)	-7	-31	0.4	97	22	100	-15	7	2	-7	-7
COc1cccc(-n2c(C)nn(CCOc3ccccc3)c2=O)c1	3	2	-0.1	?	13	96	0	9	0	7	0
Cc1ccc(CN/C=C/C(=O)c2ccc(Br)cc2)cc1	-3	-3	0.3	99	12	105	0	34	2	-3	-1
COc1ccc(C(=O)Nc2ccc(N3CCN(c4ccc(OC)cc4)CC3)c(C#N)c2)cc1	-7	-4	2.7	102	24	100	-7	17	32	-6	-2
CCc1cc[n+](-c2nc3ccccc3nc2[N-]S(=O)(=O)c2ccc(Br)s2)cc1	14	14	0.3	86	8	85	18	5	0	22	12
COc1ccc(-n2cnc3cc(N)ccc32)cc1	-11	-6	2.9	101	19	102	-2	5	12	0	0
Cc1cc(=O)[nH]c2c(C)c(N)ccc12	-1	-2	0.2	88	12	90	-1	10	0	0	-1
